Lipid droplet – inhibitors of hepatocyte lipid droplet formation, primary screen, imaging, high-throughput imaging, BODIPY stain; inhibition, % at 6.5 µM; AID 1656, 2009; AML12 mouse hepatocytes, oleate lipid droplets; 240,000 compounds, 0.4% hits;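 active = lipid droplet intensity inhibited by at least 50%, with more than 500 cells counted; inconclusive = wells with under 300 cells, treated as cytotoxic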
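Assay system: AML12 mouse liver cells | Compound: 6.5 µM single-point dosing | Schedule: Overnight exposure | Technique: Fluorescence imaging, 20x objective, two fields per well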
human PMI inhibitors – human PMI inhibitors, high substrate, primary screen, biochemical, fluorescence intensity, high mannose 6-phosphate (AID 1220). Mannose-6-phosphate isomerase (Homo sapiens). 190,000 compounds, 0.66% hits. recombinant PMI enzyme, coupled fluorescence intensity; higher % means a stronger effect. inhibition, % at 20 µM; hits with a dose series show IC50 in µM
MT stabilizer – microtubule stabilizers in HeLa cells, primary screen, imaging, high-content imaging; HeLa tubulin immunostaining HCS, 24 h; share of cells brighter than vehicle mean+2SD; % tubulin-high responders, % at 10 µM; 200,000 compounds, 0.83% hits;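 active = plate Z-score above 3 for both tubulin-high and condensed-nucleus cell shares, with cell loss under 80%, at 10 µM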;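 note: anti alpha tubulin signal scored within the nucleus-defined area of each cell; some results filed as inactive read as strong as hits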
TNAP activators – human TNAP enzyme activators, primary screen, biochemical, luminescent, no phosphate acceptor, uHTS (AID 1001); 200,000 compounds, 0.03% hits; Alkaline phosphatase, tissue-nonspecific isozyme (Homo sapiens); purified TNAP, luminescent activation assay, no phosphate acceptor; higher activation fold means a stronger effect; activation fold at 20 µM, or EC50 in µM where a hit was titrated; in the data active = activation fold from about 3, or a potency from the dose series; inactive = the rest, 99 in 100 with activation fold below about 1.6; note: many of its hits are not listed in these tables
Autophagy HCS – autophagy modulators in MEF cells, primary screen, imaging, high-content, MEF GFP-LC3. MEF GFP-LC3 puncta imaging; test concentration mostly 10 µM. calls only at 10 µM (by protocol). 190,000 compounds, 0.98% hits. AID 463193, 2010;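 active = percentage of spot-positive cells more than 3 SD above its plate mean, without a fluorescence outlier flag or 80% toxicity; inconclusive = no clear call, values can overlap the other calls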;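 note: spot-positive cell cutoff set from DMSO-treated cells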
b-catenin transl – modulators of beta-catenin nuclear translocation, primary screen, imaging, HeLa cells, immunofluorescence, high-content; nuclear translocation activity, % at 5 µM; 190,000 compounds, 0.3% hits;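 active = nuclear translocation activity above 50% at 5 µM, with a well cell count of 50 or more; inconclusive = wells under 50 cells across six images, flagged as toxic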;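 note: per-cell ratio of nuclear to cytoplasmic median beta-catenin stain intensity; plate controls were DMSO negative control for no effect and GSK-3 inhibitor IX positive control for full effect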
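Technique: fluorescence imaging of beta-catenin antibody stain plus DAPI / Material: human HeLa cell line / Incubation: compound treatment 24 h, 37°C, 5% CO2 / Read-out basis: % activation of per-cell nuclear versus cytoplasmic median beta-catenin signal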
Insulin prom up – insulin promoter activators in MIN6 cells, imaging, high-content screening, mouse beta cells | MIN6 insulin promoter-GFP reporter; stronger effect = higher value | z-score at 5 µM | 190,000 compounds, 0.3% hits;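 active = z-score above 3 at 5 µM with at least 500 cells counted in the well; inconclusive = wells under 500 cells, flagged as cytotoxic or low count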
human PMI inhibition – inhibitors of human PMI, primary screen, biochemical, fluorescence intensity, coupled assay (AID 1209); purified PMI enzyme, coupled fluorescence intensity; higher % means a stronger effect; one-dose inhibition, % at 20 µM; IC50 in µM for titrated hits; 190,000 compounds, 0.42% hits; Mannose-6-phosphate isomerase (Homo sapiens);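 note: plate controls were DMSO vehicle for no effect and wells lacking substrate for full effect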
T cell HTS – modulators of CD8 T cell-vesicle binding, primary screen, mouse 2C CD8+ T cells, flow cytometry | AID 2052, 2009 | 330,000 compounds, 0.068% hits | 2C CD8+ T cell-vesicle binding; stronger effect = lower value | calls only at 7 µM;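 active = response, share of CD8 T cells binding vesicles, and their 90th percentile fluorescence all below set limits, cut at about 80% in these data, passing the limit was not always enough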
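Incubation: binding step 1.5 h, 37 °C, antibody labelling 20 min, ice; system: murine 2C transgenic CD8+ T lymphocytes; technique: cytometric PE anti-B7-1 and Alexa647 anti-CD8 signals after 1% paraformaldehyde fixation; also added: QL9-charged Drosophila Ld/ICAM-1/B7-1 vesicles; control set: naked versus QL9-loaded vesicles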
Insulin prom up cell count – second read-out of Insulin prom up, no call of its own (marks repeat the call); cell count; measured here: cytotoxicity, nuclei count;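 total cells summed across four imaged fields per well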
Lipid droplet cells 6.5 µM – also measured in Lipid droplet; calls as there; cell count; measured here: cell count, cytotoxicity flag;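 cells counted across two imaged fields per well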
b-catenin transl cell count 5 µM – also measured in b-catenin transl; calls as there; cell count; measured here: cell count, cytotoxicity flag
T cell HTS vesicle-bound % – recorded beside T cell HTS, whose call it bears; double positive events, %; measured here: CD8+ vesicle-bound cell fraction;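 binding gate set so that unloaded-vesicle control wells show 10% double positive cells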
MT stabilizer Hoechst-high % – further read-out of MT stabilizer, marked with its call; % Hoechst-high responders; measured here: nuclear condensation Hoechst responders;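 share of cells brighter than vehicle mean plus two SD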
MT stabilizer cytotoxicity % – recorded beside MT stabilizer, whose call it bears; toxicity, %; measured here: cytotoxicity by cell density;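 0% = mean cell density of plate MIN control wells and 100% = no cells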
Autophagy HCS cell loss 18 h – recorded beside Autophagy HCS, whose call it bears; toxicity, %; measured here: cell loss, nuclei count;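 cell loss after 18 h compound exposure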
Numbers without * were called inactive; i = inactive; ? = inconclusive; / = no result given; + = active, no number. Cut-off read from the data, not from the text of the source, unless noted: active = inhibition above about 50%; inactive = the rest.

SMILES | Lipid droplet | Lipid droplet cells 6.5 µM | human PMI inhibitors | MT stabilizer | MT stabilizer Hoechst-high % | MT stabilizer cytotoxicity % | TNAP activators | Autophagy HCS | Autophagy HCS cell loss 18 h | b-catenin transl | b-catenin transl cell count 5 µM | Insulin prom up | Insulin prom up cell count | human PMI inhibition | T cell HTS | T cell HTS vesicle-bound %
O=c1cc(N2CCCCC2)[nH]c(=O)n1C1CCCCC1 | 25 | 751 | 16% | 4.7 | 1.1 | 9.3 | 1.1 | i | -3 | -3.2 | 1114 | -0.39 | 1485 | 2% | i | 26
Cc1ccc2nc(/C(C#N)=N/O)[nH]c2c1 | 12 | 610 | 20% | 1.5 | 2.3 | 6.4 | 1.1 | i | -7 | / | / | 0.58 | 1296 | 17% | i | 60
C#CCNC(=O)C1=C[C@@H](c2ccc(Br)cc2)C[C@@H](OCc2ccc(CO)cc2)O1 | -15 | 676 | 17% | 4.5 | 1.1 | 4.5 | 1.1 | i | -6 | -1.5 | 1182 | -0.87 | 1381 | 13% | i | 46
CN=C(NC#N)SCC(=O)c1ccc(Cl)cc1Cl | / | / | 5% | 6.3 | 2.5 | 6.2 | 1.1 | i | 10 | -7.7 | 1000 | 0.55 | 1251 | 2% | i | 11
CC(C)(C)OC(=O)N1CCC(c2cc(=O)n3[nH]c(-c4ccc(Cl)cc4)cc3n2)CC1 | / | / | -3% | 6.9 | 1.9 | 7.4 | 1.1 | i | 13 | -0.4 | 1216 | 0.22 | 974 | -2% | i | 44
O=C(C1CC1)N1CCN=C1SCc1cccc(F)c1 | 18 | 727 | 11% | 4.5 | 1.7 | 2.2 | 1.1 | i | 11 | -0.7 | 1106 | -0.9 | 1863 | 11% | i | 33
COc1cc(/C=C(\C#N)c2nc3ccccc3s2)ccc1OCC(=O)Nc1ccccc1 | 11 | 749 | 0% | 2.7 | 2.6 | 9.2 | 1 | i | 7 | 1.9 | 504 | 1.1 | 1197 | -3% | i | 36
COc1cccc(-c2nc(CS(=O)(=O)CC(=O)N3CCN(C)CC3)c(C)o2)c1 | 22 | 765 | -11% | 9.2 | 1.5 | 5.6 | 1 | / | / | -0.9 | 1141 | 0.23 | 1188 | -12% | i | 10
CC(=O)Nc1ccc(N(C(=O)CNC(=O)c2ccco2)C(C(=O)NCC2CCCO2)c2ccccc2)cc1 (stereo not given) | 0 | 672 | -2% | 4.4 | 1.5 | 7.7 | 1.1 | i | 17 | 0.7 | 1508 | -0.24 | 1536 | 1% | i | 32
Cc1ccc(OCCOCCOc2ccc(Br)cc2/C=N\NC(=O)c2ccncc2)cc1 | -33 | 726 | 17% | 5.5 | 3.1 | 9.7 | 1 | i | 1 | -1.4 | 526 | -0.27 | 1242 | 18% | i | 48
Cc1ccc(NC(=O)C(=O)NCCOc2ccccc2Cl)cc1 | 18 | 641 | 1% | 4.4 | 2.9 | 8.5 | 1.2 | i | -4 | -1.7 | 1006 | -0.45 | 1309 | 4% | i | 41
CN(n1cnc2ccccc2c1=O)S(C)(=O)=O | -17 | 755 | / | / | / | / | / | / | / | -5.1 | 1207 | 0.19 | 1406 | / | i | 52
CCCc1nnc(NC(=O)Nc2ccccc2OC)s1 | -24 | 605 | -4% | 4.6 | 2.5 | 5.8 | 1 | i | -6 | -1.2 | 1080 | 0.51 | 1530 | 5% | i | 52
CC(C)Cc1c(O)nc(SCC(=O)Nc2ccc3c(c2)CCC3)[nH]c1=O | 18 | 732 | -11% | 6.3 | 1.3 | 4.3 | 1.1 | i | 2 | -0.8 | 1155 | 0.2 | 1127 | -9% | i | 55
O=C(C1CCN(Cc2cccs2)CC1)N1CCN(Cc2ccc3c(c2)OCO3)CC1 | -9 | 710 | -10% | 3.2 | 2.0 | 11 | 1 | i | 2 | 0.5 | 1108 | -0.01 | 1181 | -2% | i | 26
COc1ccccc1NC(=S)N(CCCN1CCOCC1)Cc1cn(C)c2ccccc12 | -6 | 720 | 0% | 2.7 | 2.0 | 6.8 | 1.1 | i | -6 | -0.5 | 1112 | 0.16 | 1329 | 8% | i | 55
COc1ccccc1CC(=O)N1CCN(c2ccc([N+](=O)[O-])cc2)CC1 | 2 | 720 | 11% | 4.7 | 1.4 | 7.0 | 1 | i | 21 | 0.4 | 1034 | / | / | -2% | i | 17
CCc1c(O)nc(SCC(=O)N2CCCCC2)n(-c2ccccc2C)c1=O | / | / | 5% | 4.6 | 4.9 | 8.6 | 1.1 | i | 2 | -0.4 | 874 | 0.72 | 1225 | 1% | i | 19
O=C(Nc1ccc(N2CCCC2)cc1)c1ccc([N+](=O)[O-])cc1Cl | 0 | 522 | -5% | 2.1 | 2.8 | 5.4 | 1.2 | i | 1 | -0.3 | 1111 | -0.38 | 1407 | 4% | i | 46
COc1ccc(OC)c(NC(=O)C2CC(=O)N(CCc3ccccc3)C2)c1 (stereo not given) | -2 | 764 | 12% | 2.1 | 1.6 | 4.4 | 1.1 | i | 3 | / | / | 0.39 | 1337 | 4% | i | 32
CCCc1[nH]nc2c1C1(C(=O)N(C(C)C)c3ccccc31)C(C#N)=C(N)O2 (stereo not given) | -11 | 699 | 8% | 6.0 | 2.4 | 6.5 | 1 | + | -10* | -2.5 | 1149 | -0.39 | 866 | 12% | i | 20
CCOC(=O)C(C)Oc1c(C(=O)OC)sc2ncccc12 (stereo not given) | 8 | 726 | -10% | 1.2 | 2.7 | 5.5 | 1.1 | i | -20 | -4.3 | 1110 | 0.25 | 1287 | -10% | i | 18
Cc1ccc(CNC(C)(C)CO)cc1 | 1 | 718 | 6% | 5.0 | 2.1 | 0.6 | 1 | i | 3 | 0.4 | 506 | 0.17 | 1315 | 2% | i | 37
Cc1ccc(NC(=O)CCCc2nc3ccccc3s2)c(O)c1 | -10 | 688 | 17% | 4.1 | 2.8 | 10 | 1 | i | 16 | -4.5 | 1119 | 0.25 | 1279 | 7% | i | 51
Cc1cc2cc(CN(CC3CCCO3)C(=S)Nc3ccccc3)c(=O)[nH]c2cc1C (stereo not given) | -137 | 533 | 4% | 14* | 46* | 29* | 1 | i | -1 | 23 | 521 | ? | / | 22% | i | 23
COc1ccc(CSc2nc3ccccc3[nH]2)cc1 | / | / | 13% | 1.9 | 1.6 | 5.3 | 1.2 | i | 25 | 1.8 | 1395 | -0.58 | 814 | 10% | i | 66
Cn1c(NCCCO)nc2c1c(=O)n(Cc1ccccc1F)c(=O)n2C | -16 | 681 | 10% | 4.6 | 2.0 | 7.9 | 1.1 | i | -4 | -0.9 | 1042 | 0.38 | 1878 | 12% | i | 40
CN(C(=O)CSc1nc(-c2ccccc2)c(-c2ccccc2)o1)C1CCS(=O)(=O)C1 (stereo not given) | -19 | 686 | 1% | 2.4 | 2.2 | 1.7 | 1.2 | i | 2 | -3.9 | 1136 | 0.19 | 1536 | 6% | i | 38
CCn1c(SCc2ccc(F)cc2)nnc1-c1nn(-c2ccccc2)ccc1=O | / | / | -6% | 2.4 | 2.1 | 7.1 | 1 | i | 15 | / | / | / | / | -8% | i | 16
CCOC(=O)c1c(C)[nH]c(C2=NNC(=Nc3cccc(Cl)c3)SC2)c1C | -13 | 652 | 0% | 1.7 | 5.8 | 2.1 | 1 | i | -6 | / | / | -2 | 769 | -6% | i | 43

An excerpt of these results, as tab-separated lines.
SMILES	Lipid droplet	Lipid droplet cells 6.5 µM	human PMI inhibitors	MT stabilizer	MT stabilizer Hoechst-high %	MT stabilizer cytotoxicity %	TNAP activators	Autophagy HCS	Autophagy HCS cell loss 18 h	b-catenin transl	b-catenin transl cell count 5 µM	Insulin prom up	Insulin prom up cell count	human PMI inhibition	T cell HTS	T cell HTS vesicle-bound %
COc1ccccc1NC(=S)N(CCCN1CCOCC1)Cc1cn(C)c2ccccc12	-6	720	0%	2.7	2.0	6.8	1.1	i	-6	-0.5	1112	0.16	1329	8%	i	55
CCOC(=O)c1c(C)[nH]c(C2=NNC(=Nc3cccc(Cl)c3)SC2)c1C	-13	652	0%	1.7	5.8	2.1	1	i	-6	/	/	-2	769	-6%	i	43
Cc1cc2cc(CN(CC3CCCO3)C(=S)Nc3ccccc3)c(=O)[nH]c2cc1C (stereo not given)	-137	533	4%	14*	46*	29*	1	i	-1	23	521	?	/	22%	i	23

The list continues.
SMILES | Lipid droplet | Lipid droplet cells 6.5 µM | human PMI inhibitors | MT stabilizer | MT stabilizer Hoechst-high % | MT stabilizer cytotoxicity % | TNAP activators | Autophagy HCS | Autophagy HCS cell loss 18 h | b-catenin transl | b-catenin transl cell count 5 µM | Insulin prom up | Insulin prom up cell count | human PMI inhibition | T cell HTS | T cell HTS vesicle-bound %
N#Cc1c(N)nc2c(c1N)CC(=O)N2c1ccccc1-c1ccccc1 | / | / | 4% | 2.6 | 2.7 | 14 | 1.1 | i | 1 | -4.8 | 959 | 0.22 | 1242 | 1% | i | 47
Cc1nnc(-c2cccc(Br)c2)c2cn(-c3ccc(Br)cc3)nc12 | / | / | 3% | 3.7 | 20 | 9.4 | 1 | i | 17 | -2.3 | 1364 | -1.3 | 1574 | -2% | i | 31
c1ccc(Cn2c(-c3cccs3)nc3nc4ccccc4nc32)cc1 | / | / | -24% | 2.4 | 2.2 | 12 | 1.1 | i | 4 | 3.4 | 839 | -0.18 | 1046 | -29% | / | /
CC1(C)Cc2c(sc(NC(=O)C(C)(C)C)c2C#N)C(C)(C)N1 | 9 | 688 | 2% | 3.1 | 1.6 | 2.7 | 1.1 | i | -8 | -1.6 | 1105 | -0.22 | 1189 | -2% | i | 27
Cc1cc(C)cc(N(C(=O)c2nsc(Cl)c2Cl)C(C(=O)NC2CCCC2)c2ccc(O)cc2)c1 (stereo not given) | -27 | 646 | 11% | 3.6 | 3.5 | 12 | 1.2 | i | 1 | -3.8 | 1150 | -0.04 | 1369 | 22% | i | 27
